JMJD2C inh: inhibitors of GASC-1 histone demethylase, primary screen, biochemical, fluorescence, DELFIA europium; actives 0.069% (n = 330,000); Lysine-specific demethylase 4C (Homo sapiens), Q9H3R0; inhibition, % at 2.35 µM; GST-JMJD2C(1-420) H3K9me3 demethylation; AID 2099, 2009;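 active means more than half of a compound's replicate wells show inhibition beyond 50%, single wells judged on their own value; inconclusive means some, but no more than half, of replicates pass 50% inhibition; inactive means no replicate passes 50% inhibition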;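 further: signal counts dimethyl H3K9 product captured on neutravidin plate; 0% = median of DMSO wells and 100% = 0.3 times that DMSO median; strong numbers were not always called active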
PP1 inh: PP1-alpha phosphatase inhibitors, primary screen, counter-screen for PP5 inhibitor project, biochemical, fluorescence, OMFP substrate, single point. purified PP1alpha. inhibition, % at 6.7 µM. actives 0.9% (n = 320,000). AID 2235, 2010;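 active means inhibition above the mean inhibition of all tested compounds plus 3 SD, computed separately for each screening campaign, cut at about 15% in these data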
Target sequence (P62136 whole entry, looked up): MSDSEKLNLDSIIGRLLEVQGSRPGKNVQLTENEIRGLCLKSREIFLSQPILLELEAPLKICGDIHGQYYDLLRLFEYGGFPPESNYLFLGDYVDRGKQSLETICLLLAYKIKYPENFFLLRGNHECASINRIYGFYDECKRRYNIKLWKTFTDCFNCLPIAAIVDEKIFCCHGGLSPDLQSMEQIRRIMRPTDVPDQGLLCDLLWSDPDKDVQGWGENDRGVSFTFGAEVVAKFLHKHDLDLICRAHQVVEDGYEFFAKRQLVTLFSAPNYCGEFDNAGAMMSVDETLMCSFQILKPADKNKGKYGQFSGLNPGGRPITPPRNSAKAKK
VLA-4 inh: inhibition in human VLA-4 binding assay, primary screen, VLA-4 allosteric modulator project, MLPCN library, flow cytometry, VLA-4 expressing cells | Integrin alpha-4 (Homo sapiens), P13612 | AID 2557, 2010 | ligand binding flow cytometry | actives 0.2% (n = 330,000) | inhibition, % (about 7 µM as worked out from the volumes in the protocol); in the data active means inhibition above about 50%
procasp7 counter: procaspase-7 activators, primary screen, counter-screen for procaspase-3 activator project, biochemical, absorbance, HTS, human | actives 0.093% (n = 330,000) | recombinant procaspase-7, Ac-DEVD-pNA absorbance 405 nm; D23A/D198A/D206A triple mutant, cannot self-cleave; scale: DMSO 0, 5 µM enzyme 100 | Caspase-7 (Homo sapiens), P55210 | AID 463210, 2010 | activation, % at 8.5 µM;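 active means percent activation above the screen-wide mean plus 3 SD, cut at about 25% in these data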
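Assay system: Uncleavable procaspase-7 mutant enzyme | Input: 2 µM procaspase-7 mutant as dispensed | Timing: 1 h compound preincubation, 2 h substrate cleavage, 25 °C | Repeats: One well per compound | Control set: DMSO wells as 0%, DMSO with 5 µM added PC-7 as 100% | Technique: Epi-absorbance of released pNA at 405 nm, two timepoints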
CTSL1 counter: Fasciola hepatica cathepsin L1 inhibitors, primary screen, counter-screen for PFM18AAP inhibitor project, biochemical, QFRET, fluorogenic peptide substrate. recombinant F. hepatica cathepsin L1, Z-Leu-Arg-MCA fluorescence. inhibition, % at 5.96 µM. actives 0.49% (n = 300,000). AID 1906, 2009;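 active means inhibition above the mean of all tested compounds plus 3 SD, set per screening campaign, cut at about 17% in these data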;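 further: 0% = plate median of test compound wells and 100% = 1 µM Z-Phe-Ala-diazomethylketone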
PP5 primary: PP5 phosphatase inhibitors, primary screen, biochemical, fluorescence. Serine/threonine-protein phosphatase 5 (Homo sapiens), P53041. purified PP5c, OMFP substrate fluorescence. inhibition, % at 6.7 µM. actives 0.18% (n = 320,000);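 active means inhibition above the campaign's mean inhibition across all tested compounds plus 3 SD, cut at about 9.5% in these data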;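 further: 0% = DMSO only and 100% = 100 µM cantharidin control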
Target sequence (P53041 whole entry, looked up): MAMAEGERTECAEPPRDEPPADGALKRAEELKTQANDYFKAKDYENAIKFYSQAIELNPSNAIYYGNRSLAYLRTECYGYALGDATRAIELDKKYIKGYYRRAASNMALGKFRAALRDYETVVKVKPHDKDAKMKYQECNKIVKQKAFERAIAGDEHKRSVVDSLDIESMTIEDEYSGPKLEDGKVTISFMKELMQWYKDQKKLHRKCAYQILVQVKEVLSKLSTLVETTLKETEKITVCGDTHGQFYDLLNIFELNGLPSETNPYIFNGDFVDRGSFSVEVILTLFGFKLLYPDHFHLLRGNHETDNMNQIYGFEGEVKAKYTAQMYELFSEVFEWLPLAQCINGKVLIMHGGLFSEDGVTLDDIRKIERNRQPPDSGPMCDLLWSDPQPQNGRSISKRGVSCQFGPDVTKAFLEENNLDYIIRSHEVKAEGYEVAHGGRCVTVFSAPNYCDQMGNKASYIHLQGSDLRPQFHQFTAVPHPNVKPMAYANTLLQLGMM
GRK2 inh: compounds blocking aptamer binding on GRK2 – biochemical, human GRK2, bead flow cytometry, HTS, primary screen; actives 0.59% (n = 330,000); inhibition of aptamer binding, % at 10 µM; FAM-aptamer displacement from GRK2; AID 488847, 2010;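 active means inhibition of aptamer binding above 40%, roughly 3 SD of noise, on plates passing a quality check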;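 further: median bead fluorescence of bound FAM aptamer so fluorescent compounds give negative values; no value below 0 was filed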
procasp3 activ: activators of human procaspase-3 D3A mutant, primary screen, biochemical, absorbance, PC-3 D3A mutant, single concentration. actives 0.11% (n = 330,000). recombinant procaspase-3 D3A, Ac-DEVD-pNA absorbance 405 nm. AID 463141, 2010. activation, % at 8.5 µM;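 active means activation above the mean of all tested compounds plus 3 SD, cut at about 21% in these data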;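 further: 0% = DMSO alone and 100% = DMSO wells spiked with extra 5 µM PC-3 D3A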
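Compound: 8.5 µM single point, 0.8% DMSO / Material: Autoprocessing-dead procaspase-3 D3A mutant enzyme / Timing: 1 h preincubation plus 2 h reaction at 25 °C / Medium: Zinc-free HEPES/NaCl buffer with 0.01% Triton X-100 at pH 7.4 / Technique: 405 nm absorbance of p-nitroaniline, reads at 0 and 120 min / Repeats: one well per compound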
HCV core dimer: inhibitors of HCV core protein dimerization, primary screen, biochemical, TR-FRET, high-throughput | actives 0.33% (n = 300,000) | TR-FRET GST/Flag-core106 dimerization, 1536-well | inhibition, % at 5 µM;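 active means inhibition above the mean of all tested compounds plus 3 SD, set per screening campaign, cut at about 45% in these data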
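assay system = GST-tagged and Flag-tagged HCV core protein residues 1-106 | controls = unlabelled core106 and no-GST-core106 wells | incubation = compound-protein-antibody incubation 4 h at 22.5 °C | probe or stimulus = Eu donor and XL665 acceptor anti-tag antibodies | read-out = % inhibition based on acceptor/donor emission ratio | signal = TR-FRET 671 and 617 nm emission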
Starred values were filed as active, the others as inactive; i = inactive; ? = inconclusive; / = not tested or not shown.

Results follow in this order: JMJD2C inh	PP1 inh	VLA-4 inh	procasp7 counter	CTSL1 counter	PP5 primary	GRK2 inh	procasp3 activ	HCV core dimer
1	Cc1c(C(=O)Nc2ccccc2F)sc2ncn(CC(=O)N3CCCCC3)c(=O)c12
 : -1	4	-7	1	6	-7.5	0	-5	-3
2	Cc1nn(C)c(Cl)c1/C=N/OC(=O)c1ccccc1
 : 5	-2	16	-6	-3	-2.3	0	-3	0
3	C#CCNC(=O)C1=C[C@@H](c2csc3ccccc23)[C@H](CCCO)[C@@H](OCC)O1
 : 2	-2	-2	-2	-5	1.2	0	11	7
4	COCCCNC(=O)c1cc(C)nc2ccc(F)cc12
 : -4	-4	5	17	-3	-1.4	2	-11	-2
5	CCCCOc1ccccc1NC(=O)CSc1nnnn1C(C)(C)C
 : 17	2	-2	7	2	1.7	2	-3	-69
6	Cc1ccn2c(NC3CCCCC3)c(C(C)C)nc2c1
 : 0	-2	6	-10	1	-0.6	1	-1	-9
7	COCC(C)NC(=O)COc1ccc(Cl)cc1Cl (configuration not stated)
 : 15	1	3	4	0	0.6	0	2	-5
8	CC(=N\NC(=O)c1ccc([N+](=O)[O-])cc1)/C(=N/O)C(=O)Nc1ccccc1
 : -5	-3	11	5	1	0.0	0	5	7
9	CC1CCN(C(=O)c2nc[nH]c2C(=O)O[C@H](C)c2ccccc2)CC1
 : 7	-3	6	-1	/	-2.1	0	5	/
10	O=C1NC(c2ccccc2)=N/C1=C/c1ccco1
 : -3	-1	1	-12	2	0.6	1	-13	-14

The last 4 records of the part above open the next one.
Results follow in this order: JMJD2C inh	PP1 inh	VLA-4 inh	procasp7 counter	CTSL1 counter	PP5 primary	GRK2 inh	procasp3 activ	HCV core dimer
7	COCC(C)NC(=O)COc1ccc(Cl)cc1Cl (configuration not stated)
 : 15	1	3	4	0	0.6	0	2	-5
8	CC(=N\NC(=O)c1ccc([N+](=O)[O-])cc1)/C(=N/O)C(=O)Nc1ccccc1
 : -5	-3	11	5	1	0.0	0	5	7
9	CC1CCN(C(=O)c2nc[nH]c2C(=O)O[C@H](C)c2ccccc2)CC1
 : 7	-3	6	-1	/	-2.1	0	5	/
10	O=C1NC(c2ccccc2)=N/C1=C/c1ccco1
 : -3	-1	1	-12	2	0.6	1	-13	-14
11	Cc1cnc(C(=O)Nc2ccccc2-c2nnn(CC(=O)NC3CCCC3)n2)cn1
 : -33	-1	-10	13	-1	1.1	0	-2	3
12	COc1ccc(O)c(C(=O)CC(=O)c2ccccc2C)c1
 : -9	-1	5	-51	2	-3.0	1	-22	5
13	c1ccc(Sc2nc(N3CCCCC3)nc(N3CCCCC3)n2)nc1
 : 13	1	-14	-1	8	2.1	0	-7	5
14	Cn1nc(C(F)(F)F)cc1C(=O)Nc1ccc(-c2ccno2)cc1
 : -4	0	6	5	1	5.9	4	3	-3
15	CC(=O)c1cccc(NC(=O)N[C@@H](CC(C)C)C(=O)O)c1
 : 7	-2	14	-3	-1	2.4	4	-6	-1
16	Cc1ccc(C2C(C#N)=C(N)Oc3n[nH]c(-c4cccs4)c32)cc1 (configuration not stated)
 : 15	4	-328	0	0	2.3	2	9	-10
17	CCn1cc2nc(SCC(=O)Nc3ccc(F)cc3F)n(Cc3ccccc3)c(=O)c2n1
 : -34	-4	7	5	2	0.1	1	-6	2
18	COc1ccccc1CNC(=O)CN(C)S(=O)(=O)c1ccc(F)cc1
 : 20	1	-6	-1	-1	2.5	1	11	3
19	Cc1cccc(NC(=O)CN2CCN(C(=O)c3ccc(OCc4cn5ccccc5n4)cc3)CC2)c1C
 : 9	-3	4	1	/	-0.5	0	8	/
20	C=CCC1C=C(Cc2ccccc2)CC(CC=C)N1 (configuration not stated)
 : -3	3	25	-16	-6	-2.3	0	-4	2

Next section.
Results follow in this order: JMJD2C inh	PP1 inh	VLA-4 inh	procasp7 counter	CTSL1 counter	PP5 primary	GRK2 inh	procasp3 activ	HCV core dimer
21	Cc1ccc(NC(=O)NC(=O)COc2ccc(Cl)cc2Cl)c(C)c1
 : -3	-1	0	-1	-3	2.7	2	6	-1
22	Cc1c(C)n(C(=O)CN2CCN(c3ccccc3)CC2)c2ccccc12
 : -2	2	-1	6	3	0.1	2	0	0
23	CSc1cccc(NC(=S)N(CCC(C)C)C2CCN(C(C)=O)CC2)c1
 : 13	-3	4	-7	0	3.3	2	2	-2
24	COc1ccc(-n2nc3ccc(N)cc3n2)cc1Cl
 : 5	-1	-15	10	4	4.6	2	14	15
25	COc1ccc(NC(=O)CSCC(=O)Nc2ccc(S(=O)(=O)N3CCCCC3)cc2)cc1
 : 6	-4	1	-9	0	-0.2	3	7	3
26	COc1ccc(C(C(=O)OCCN(C)C)c2ccccc2)cc1 (configuration not stated)
 : 1	1	11	-4	1	0.0	0	7	-2
27	O=C(NCCc1ccc(Cl)cc1)c1ccc2[nH]c(=O)c(=O)[nH]c2c1
 : ?	-2	8	-2	3	-4.1	3	-2	2
28	Cn1cc(C(=O)N2CCN(c3ccccn3)CC2)c(=O)c2cc(S(=O)(=O)N3CCOCC3)ccc21
 : /	-2	19	7	4	-1.5	0	10	2
29	CCN(CC(=O)Nc1c(F)cccc1F)C(=O)c1cnccn1
 : -7	-4	19	2	-2	-2.0	0	-8	-1
30	CCCOc1ccc(/C=N/NC(=O)c2ccc3c(c2)OCO3)c(OCCC)c1
 : 5	-2	5	3	4	2.5	1	1	4

Further structures follow:
Results follow in this order: JMJD2C inh	PP1 inh	VLA-4 inh	procasp7 counter	CTSL1 counter	PP5 primary	GRK2 inh	procasp3 activ	HCV core dimer
31	COCCCNCC(=O)Nc1ccc(OC(F)(F)F)cc1
 : 7	-1	3	-18	1	0.8	0	7	-2
32	COCCSc1ccccc1C(=O)Nc1ccccc1C#N
 : 5	-3	-4	-1	-6	-1.2	32	7	-4
33	O=C(NCc1ccco1)C(c1ccncc1)N(C(=O)Cn1nnc2ccccc21)c1ccccc1 (configuration not stated)
 : -1	0	6	3	0	2.0	0	0	-8
34	CCN(CC)S(=O)(=O)c1ccc(N2CCCC2)c(NC(=O)Cc2cc(OC)c(OC)c(OC)c2)c1
 : -16	-4	25	-1	1	1.6	0	4	11
35	CC(C)Cc1cc(C(=O)N(C)C2CCCN(Cc3ccccc3F)C2)n(C)n1 (configuration not stated)
 : 6	2	-4	4	0	1.4	0	6	1
36	COCCn1c(SC(C)C(=O)Nc2ccc(N3CCOCC3)cc2)nnc1-c1ccncc1 (configuration not stated)
 : 0	-5	1	2	3	-1.2	3	3	4
37	N#Cc1ccccc1OCC(=O)OCC(=O)NC1CCS(=O)(=O)C1 (configuration not stated)
 : 1	-6	8	3	/	-1.3	0	4	/
38	O=C(CSc1nc2[nH]ncc2c(=O)[nH]1)Nc1ccc(OC(F)(F)F)cc1
 : -24	-5	-1	-5	-1	0.9	65*	-1	0
39	COc1ccc(/C=C/C(=O)N2CCC(c3ccccc3)C2)cc1 (configuration not stated)
 : 0	4	17	2	-1	-0.3	3	1	-1
40	Cc1ccc(S(=O)(=O)N2CCN(C)CC2)c2nsnc12
 : -5	-2	-4	7	-1	-7.2	0	-1	1

Just procasp3 activ, for 2 of the compounds above:
no. | compound | procasp3 activ
37 | N#Cc1ccccc1OCC(=O)OCC(=O)NC1CCS(=O)(=O)C1 (configuration not stated) | 4
38 | O=C(CSc1nc2[nH]ncc2c(=O)[nH]1)Nc1ccc(OC(F)(F)F)cc1 | -1

Next structures follow:
Results follow in this order: JMJD2C inh	PP1 inh	VLA-4 inh	procasp7 counter	CTSL1 counter	PP5 primary	GRK2 inh	procasp3 activ	HCV core dimer
41	CN(C)S(=O)(=O)c1ccc(NC(=S)NC(=O)c2ccc(Br)o2)cc1
 : 0	1	-28	5	-5	-0.8	0	0	-5
42	Clc1cccc(/C=N/Nc2nc(Cl)nc3ccccc23)c1
 : 3	5	-5	14	2	0.7	0	10	2
43	CCCNC(=S)N1CCCC(c2nc3ccccc3[nH]2)C1 (configuration not stated)
 : 3	-4	-4	7	-7	-2.1	1	3	-5
44	O=c1[nH]c2ccccc2nc1C(Cl)c1ccccc1 (configuration not stated)
 : 5	-3	6	-1	0	-0.8	2	5	2
45	CN(C)CCN1C(=O)C(=O)/C(=C(/O)c2ccc(F)cc2)C1c1ccccc1F (configuration not stated)
 : 2	-3	16	15	0	2.3	1	-2	-2
46	O=C(CCn1[nH]c(=O)c2ccccc2c1=O)NCCO
 : -22	-2	6	-6	2	-0.4	3	-3	-2
47	O=C(CN1C(=O)c2ccccc2C1=O)Nc1ccc(Cl)cn1
 : -7	-1	4	4	-1	3.0	2	-3	1
48	CN1CCCN(C(=O)c2ccc(Br)cc2)CC1
 : -3	-4	12	8	-4	3.5	0	7	3
49	CCc1ccc(OCCCC(=O)Nc2ccc(S(=O)(=O)Nc3cc(C)nc(C)n3)cc2)cc1
 : 3	-1	-3	0	5	0.2	4	9	7
50	Cc1onc(-c2ccccc2)c1C(=O)N=C(N)c1ccc(Cl)cc1
 : -17	-1	32	2	-7	3.9	0	6	-4
51	COc1cccc(Oc2ccc(N)cc2)c1
 : 13	-10	-16	-5	5	2.2	0	0	-14
52	COC(=O)c1ccc2c(=O)n(-c3ccccc3F)c(=S)[nH]c2c1
 : i	-5	7	10	1	1.2	1	10	-3
53	CCOC(=O)C1CCN(C(=O)CN(Cc2ccccc2)S(C)(=O)=O)CC1
 : -1	0	18	1	2	1.9	0	5	4

Structures listed so far that bear a hit mark in GRK2 inh:
cpd	molecule	JMJD2C inh	VLA-4 inh	PP5 primary	GRK2 inh	procasp3 activ	HCV core dimer
38	O=C(CSc1nc2[nH]ncc2c(=O)[nH]1)Nc1ccc(OC(F)(F)F)cc1	-24	-1	0.9	65*	-1	0

Bioassay records deposited in PubChem BioAssay by several laboratories.
